Bioassay records as filed in PubChem BioAssay.
EWS-Fli block – blocks EWS/Fli oncoprotein-driven transcription | A673 NR0B1-luciferase reporter, viability-normalised | inhibition, % at 12.6 µM | hit rate 0.67% among 350,000 | AID 651661;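 active means mean inhibition of at least 50% after viability correction, with every replicate also passing that limit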;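 further: firefly luciferase signal divided by Alamar Blue viability fluorescence both relative to DMSO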
PGC1a acetyl inh – PGC1a acetylation modulation, inhibitor mode; U2OS PGC1a acetylation, AlphaScreen anti-acetyl-lysine; with virally co-expressed GCN5 acetyltransferase; inhibition, % at 15.6 µM; hit rate 0.17% among 350,000;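 active means every replicate shows inhibition of at least 40%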;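 further: 0% = neutral control wells and 100% = positive control wells; some results beyond the cut were filed as inactive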
ERAP1 inh – ERAP1 (human) enzyme inhibition; Q9NZ08; recombinant ERAP1, Leu-AMC fluorescence, 60 min; inhibition, % at 10.7 µM; hit rate 0.15% among 340,000;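 active means mean replicate inhibition of at least 30%, or all replicates individually reaching that 30% level; inactive means mean below 30% and not every replicate reaching it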;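 further: 0% = neutral control wells and 100% = L-leucinethiol positive control wells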
Target sequence (Q9NZ08 whole entry, looked up): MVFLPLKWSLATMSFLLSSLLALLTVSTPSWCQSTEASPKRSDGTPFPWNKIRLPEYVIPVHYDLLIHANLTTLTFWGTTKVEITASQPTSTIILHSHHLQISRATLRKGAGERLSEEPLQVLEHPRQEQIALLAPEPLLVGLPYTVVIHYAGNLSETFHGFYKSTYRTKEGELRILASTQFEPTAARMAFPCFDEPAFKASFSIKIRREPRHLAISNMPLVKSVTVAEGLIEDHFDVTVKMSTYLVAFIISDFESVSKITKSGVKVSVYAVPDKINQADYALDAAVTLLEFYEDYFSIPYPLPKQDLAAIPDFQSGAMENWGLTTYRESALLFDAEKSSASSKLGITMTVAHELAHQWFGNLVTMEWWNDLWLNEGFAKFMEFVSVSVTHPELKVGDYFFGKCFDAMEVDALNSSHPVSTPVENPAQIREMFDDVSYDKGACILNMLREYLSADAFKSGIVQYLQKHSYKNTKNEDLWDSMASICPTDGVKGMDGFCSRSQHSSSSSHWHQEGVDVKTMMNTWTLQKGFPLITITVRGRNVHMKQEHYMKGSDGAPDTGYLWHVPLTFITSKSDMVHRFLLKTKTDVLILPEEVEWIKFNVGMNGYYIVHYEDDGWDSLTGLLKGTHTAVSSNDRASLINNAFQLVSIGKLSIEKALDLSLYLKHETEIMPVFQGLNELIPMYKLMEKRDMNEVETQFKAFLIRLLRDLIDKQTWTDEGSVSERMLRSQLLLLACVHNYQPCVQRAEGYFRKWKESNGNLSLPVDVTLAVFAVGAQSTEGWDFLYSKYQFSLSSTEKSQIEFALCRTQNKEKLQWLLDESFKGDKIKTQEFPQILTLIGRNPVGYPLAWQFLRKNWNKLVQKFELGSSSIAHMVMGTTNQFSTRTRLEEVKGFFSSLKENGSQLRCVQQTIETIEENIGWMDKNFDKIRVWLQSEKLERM
PglD DTNB – PglD (C. jejuni) enzyme inhibition; inhibition, % at 12.5 µM; purified PglD enzyme, DTNB colorimetric CoA detection; hit rate 0.098% among 360,000; in the data active means inhibition above about 16%, passing the limit was not always enough; further: strong numbers were not always called active
LGR2 inh – Drosophila LGR2 receptor signaling inhibition | HEK293 LGR2, CRE-luciferase, bursicon-stimulated, 4 h | inhibition, % at 9.99 µM | AID 720647 | hit rate 0.35% among 380,000;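 active means drop in luminescence signal, shown as inhibition above about 50% in the replicate tests, limit read from the data, passing the limit was not always enough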;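 further: agonist challenge used bursicon conditioned medium at about half maximal strength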
PAX8 inh HTS – lowers PAX8-driven luciferase in RMG-I cells; RMG-I TPO-luciferase reporter, SteadyGlo, 24 h; inhibition, % at 12.6 µM; hit rate 1.2% among 360,000;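 active means mean replicate inhibition at least 60% with every replicate also reaching 60%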;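 further: luciferase light reporting Pax8 driven TPO promoter activity; plate controls were median of neutral control wells for no effect and mitoxantrone controls for full effect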
FN deposition inh – fibronectin deposition inhibition. AH1F fibroblasts, Alexa488-fibronectin deposition fluorescence, overnight. inhibition, % at 12.6 µM. AID 743247. hit rate 0.086% among 350,000;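 active means mean inhibition across replicates of 30% or more, regardless of how many single replicates reach that level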;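 further: positive control wells lacked labelled fibronectin entirely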
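Schedule: 1 h cell adhesion before compound, then overnight fibronectin incubation; test system: AH1F fibroblast monolayer depositing Alexa488-labelled fibronectin into matrix; quantity: 10000 AH1F cells per well; probe or stimulus: fluorescent fibronectin at 24 nM final; signal: fluorescence, ex 485 nm, em 525 nm; evaluation: percent inhibition as loss of matrix-bound fibronectin fluorescence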
S100A4 MyoIIA – S100A4-myosin IIA interaction inhibition | P26447 | S100A4/TAMRA-MyoIIA peptide fluorescence polarization | inhibition, % at 10.7 µM | hit rate 0.14% among 360,000;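 active means mean inhibition of at least 70% across replicates, with every replicate also reaching that level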
Target sequence (P26447 whole entry, looked up): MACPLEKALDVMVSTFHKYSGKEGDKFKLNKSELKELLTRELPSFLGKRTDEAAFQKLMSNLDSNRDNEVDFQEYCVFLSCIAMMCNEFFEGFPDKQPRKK
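Material: S100A4 monomer protein | Medium: HEPES pH 7.2 with CaCl2, KCl, NaCl, DTT, Triton | Reagent: Labelled myosin peptide probe, 5 nM | Doses: One dose per compound | Times: 5 min incubation before reading | Benchmarks: Neutral control DMSO, positive control TFP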
Numbers without * were called inactive; nt = not tested or not shown; & = joins results of further samples. The list is partial; rates above refer to the full screens.

SMILES	EWS-Fli block	PGC1a acetyl inh	ERAP1 inh	PglD DTNB	LGR2 inh	PAX8 inh HTS	FN deposition inh	S100A4 MyoIIA
Cc1cc(S(N)(=O)=O)ccc1N=Cc1c(O)n(-c2ccccc2)c(=O)[nH]c1=O	6	nt	0	nt	-13	-63	-14	-11
CCc1c(C)nc(N)nc1N1N=C1SCCOc1ccccc1	-3	-3	3	1	22	5	8	2
CN(C)CC#Cc1ccc([C@@H]2[C@H]3CN(C(=O)Cc4ccccn4)CCCCN3[C@H]2CO)cc1	0	2	-1	2	-10	8	-3	20
COC(=O)[C@@H]1[C@@H](CO)[C@@H]2Cn3c(cccc3=O)[C@H]1N2C(=O)C1CCCC1	-4	nt	4	-2	5	nt	nt	-5
CCOC(=O)C1(c2ccccc2)CCN(Cc2cccc(C(=O)O)c2)CC1	nt	-9	20	1	12	nt	nt	9
O=C(c1ccc(F)cc1Cl)N1CCC2(CC1)OCCO2	1	13	-2	5	5	-10	2	8
COc1cccc(N(C(C)=O)C2=NCCCS2)c1	-7	1	-4	5	3	-16	2	1
CCC(C)n1c(O)c(/C=N/NC(=O)c2ccncc2)c(=O)[nH]c1=S (stereo not given)	-3	nt	6	nt	23	-4	-1	2
CCOC(=O)[C@@H]1[C@@H]2NC(=S)N(C)[C@@]1(C)Oc1ccccc12	-7	6	-1	-3	nt	7	nt	-2
CCOC(=O)[C@]12Cc3cc4ccccc4cc3[C@H]1N(Cc1ccccc1)C(=O)c1ccccc12	27	nt	nt	nt	35	22	5	-17
C(=N\NC1=NCCCCC1)/c1c[nH]c2ccccc12	5	4	-3	nt	-7	20	6	0
CC12C=CC(=O)C=C1CCC1C2C(=O)CC2(C)C(=O)CCC12 (stereo not given)	12	-2	-3	2	-5	nt	-2	4
CC(NCc1ccc(Cl)cc1)C(O)c1ccccc1 (stereo not given)	-6	12	-1	-4	-10	nt	nt	-3
CCC1CO/C(=C(\C(Cl)=C(Cl)Cl)[N+](=O)[O-])N1Cc1ccc(Cl)nc1 (stereo not given)	1	-4	-1	-4	-5	0	1	2
C[C@H]1CN([C@@H](C)CO)C(=O)CCCn2cc(nn2)CO[C@@H]1CN(C)C(=O)Oc1ccc2ccccc2c1	0	6	0	-3	-12	nt	7	1
O=C(CN1CCOCC1)c1ccc(Br)cc1	1	7	0	0	13	5	nt	0
COC(=O)C1=C(c2ccc(Cl)c(C(F)(F)F)c2)C[C@@H]2CC[C@H]1N2C(=O)N1CCCC1	12	-12	-3	0	-6	1	-3	4
CC(CCN1CC1)=NNC(=O)Nc1cccc2ccccc12	5	nt	-2	nt	2	2	10	1
O=C1NC(=S)NC(=O)C1Cc1ccccc1O	4	-5	0	nt	-4	-15	-5	-3
NC(Cc1ccc(F)cc1)c1csc(Nc2ccccn2)n1 (stereo not given)	-51	nt	5	-7	-19	7	-2	-6
COc1cccc(C)c1NC1=NCCO1	-1	-7	-4	nt	13	-7	-3	1
COc1ccc(C#Cc2ccc([C@H]3[C@@H](CO)N4CCCCN(C(=O)Cc5cccnc5)C[C@@H]34)cc2)cc1	-8	5	1	3	-10	4	nt	-1
CCOC(=O)C1CCN(/C=C2/C(=O)NC(=O)N(c3cccc(C)c3C)C2=O)CC1	1	1	0	-8	1	3	4	0
COP(=S)(OC)Oc1ccc(SC)c(C)c1	2	-5	0	-3	-14	12	2	3
O=C1NC(=O)N(c2ccc(Cl)cc2)C(=O)/C1=C/c1coc2ccc(O)cc2c1=O	12	3	2	3	-4	27	2	-17

Only PGC1a acetyl inh and PglD DTNB, for 2 of the compounds above:
structure,PGC1a acetyl inh,PglD DTNB
C[C@H]1CN([C@@H](C)CO)C(=O)CCCn2cc(nn2)CO[C@@H]1CN(C)C(=O)Oc1ccc2ccccc2c1,6,-3
O=C(CN1CCOCC1)c1ccc(Br)cc1,7,0

Continuation.
SMILES	EWS-Fli block	PGC1a acetyl inh	ERAP1 inh	PglD DTNB	LGR2 inh	PAX8 inh HTS	FN deposition inh	S100A4 MyoIIA
Cc1cc(N(CCCl)CCCl)ccc1C=NNC(=O)c1cccnc1	11	4	6	-5	1	-2	-8	0
CCOC(=O)[C@@H]1[C@@H]2NC(=S)N[C@@]1(C)Oc1ccccc12	-2	9	1	-3	nt	nt	nt	-26
O=C(Cn1ncc2ccsc2c1=O)N1CCC2(CC1)OCCO2	3	23	0	-2	-3	nt	nt	2
COc1ccccc1N1C(=O)NC(=O)/C(=C/c2ccc3c(c2)Cc2ccccc2-3)C1=O	-19	nt	2	nt	-11	-8	6	-21
CN1CCN(Cc2c(F)cccc2Cl)CC1	-1	10	-2	-2	-1	4	1	11
O=CNc1ccc(OP(=O)(Oc2ccccc2)Oc2ccccc2)cc1	-5	-9	2	5	9	-7	-8	-5
O=C(CCC(=O)N1CC2C[C@@H](C1)Cn1c2cccc1=O)NCCc1ccccc1F	-3	-9	1	-4	20	nt	nt	-1
CCC(COC(=O)c1cc(OC)c(OC)c(OC)c1)(c1ccccc1)N(C)C (stereo not given)	3&1	-4&0	-4&-6	5&2&2	7&1	7&-33	-5&2	-17&-13&6
CCC1(C)CN(S(=O)(=O)OCC(Cl)(Cl)Cl)C(=O)N1 (stereo not given)	0	7	-1	-5	-4	-12	3	2
CC(=O)NC(Cc1ccc(N(CCCl)CCCl)cc1)C(=O)NC(C(=O)O)C(C)C (stereo not given)	1	6	-2	nt	8	16	5	7
CCOC(=O)[C@@]12C(=O)C(=O)N[C@]1(c1ccccc1)C1OCCCC12 (stereo not given in full)	-6	nt	-1	nt	1	-1	3	-2
Cc1c(C=C2C(=O)N(C)C(=O)N(C)C2=O)c(=O)n(-c2ccccc2)n1C	-9	nt	-1	nt	nt	18	1	-6
CCOC(=O)[C@]12Cc3cc4c(cc3[C@H]1N(Cc1ccccc1)C(=O)c1ccccc12)OCO4	17	nt	-3	2	40	42	-3	-3
Cc1c(N)c(C)c([N+](=O)[O-])c(C)c1[N+](=O)[O-]	-2	nt	6	nt	-35	-7	-2	-2
O=C1NC(=O)N(CCC2=CCCCC2)C(=O)/C1=C/c1cccs1	32	-7	-2	2	nt	14	14	2
CC(C)CN1CCN(Cc2ccc(F)cc2Cl)CC1CCO (stereo not given)	6	0	-6	nt	0	2	-1	1
COCCNC(=O)c1c(N)n(Cc2ccco2)c2nc3ccccc3nc12	nt	3	nt	0	0	nt	-3	nt
O=[N+]([O-])c1ccc(NCCCN2CCOCC2)c2ncccc12	8	-11	1	-4	-15	11	8	-19
CCC12CN3CCN(CC(C3)/C1=N/NC(N)=O)C2	-2	13	9	-1	-16	28	-5	0
O=C(O)[C@H]1[C@H](CO)[C@H]2Cn3c(ccc(-c4ccc(F)cc4)c3=O)[C@@H]1N2CC1CCCC1	-3	4	1	nt	-20	24	1	0
Cc1cc(NC(=O)C(Cl)(Cl)Cl)no1	-1	nt	5	nt	1	-9	-4	1
C=CCN1CCC2(C)c3cc(O)ccc3CC1C2C (stereo not given)	-2	nt	-1	0	5	1	5	-3
CCOP(=S)(OCC)SCSP(=S)(OCC)OCC	-1	-61	2	1	0	1	-5	-26
COC(=O)C1=COC(C)C2CN3CCC4(C(=O)Nc5ccccc54)C3CC12 (stereo not given)	1	-2	11	-4	nt	nt	nt	-6
CCn1c(O)c(/C=N/NC(=O)c2ccccc2)c(=O)n(CC)c1=S	-6	-3	nt	-5	2	13	-7	-3

Filtered by structure, the entries above containing a thiophene ring, fused or not (2)
SMILES	EWS-Fli block	PGC1a acetyl inh	ERAP1 inh	PglD DTNB	LGR2 inh	PAX8 inh HTS	FN deposition inh	S100A4 MyoIIA
O=C(Cn1ncc2ccsc2c1=O)N1CCC2(CC1)OCCO2	3	23	0	-2	-3	nt	nt	2
O=C1NC(=O)N(CCC2=CCCCC2)C(=O)/C1=C/c1cccs1	32	-7	-2	2	nt	14	14	2

Additional structures:
SMILES	EWS-Fli block	PGC1a acetyl inh	ERAP1 inh	PglD DTNB	LGR2 inh	PAX8 inh HTS	FN deposition inh	S100A4 MyoIIA
COC(=O)C1=C(c2ccccc2)C[C@@H]2CC[C@H]1N2C(=O)NCc1ccc(C(F)(F)F)cc1	10	-20	4	-2	16	-3	-2	6
C=CCn1c(=O)c(C=Nc2c(OC)cccc2[N+](=O)[O-])c(O)n(CCCC)c1=O	2	nt	-3	nt	-7	-12	-11	-4
CCN1CCN(C(=O)COc2ccc(S(=O)(=O)NC(C)C)cc2)CC1	-5	5	-1	3	-9	nt	nt	-2
CC(C)OP(=O)(OC(C)C)C(NCc1ccccc1)c1ccccc1 (stereo not given)	3	3	-3	-3	2	-2	-6	0
O=C(Nc1ccccc1F)OC1CN2CCC1CC2 (stereo not given)	5	2	nt	0	6	1	-4	-7
Clc1cccc(N2CCNCC2)c1	8	-9	-1	6	nt	5	3	-39
CCOC(=O)CNC(=O)N1Cc2ccccc2-n2nncc2C1	-16	4	6	2	-7	-4	nt	3
O=[N+]([O-])c1ccc2c(c1)C(c1ccccc1)=NCCN2	18	-2	4	2	0	-9	-17	-3
CC(=O)N1N=C2C3CCN(CC3)C2C1c1ccc(Br)cc1 (stereo not given)	1	5	-2	nt	8	-9	-5	3
N=c1sccn1Cc1ccccc1F	-5	5	0	5	-5	-1	-7	-1
O=C(Cc1ccccc1)N1CCN(Cc2cccc(Cl)c2)CC1	17	10	-1	-1	14	17	0	4
C[C@]12CCC(=O)C=C1C=C[C@@H]1[C@@H]2CC[C@@]2(C)[C@H]1CC[C@@]2(O)CCC(=O)O	-4	9	0	-8	nt	10	3	6
O=C(Nc1cccc(Br)c1)c1c(O)c2c(n(Cc3ccccc3)c1=O)CCCC2	-20	7	3	4	12	4	15	-8
COc1ccc(C)cc1NC(=O)N1CCC2(CC1)OCCO2	-7	nt	-2	nt	6	13	22	0
COc1ccc(NS(=O)(=O)c2ccc(OCC(=O)N3CCN(C)CC3)cc2)cc1Cl	7	nt	2	-1	8	nt	12	1
CC(=Nc1ccccc1N)c1c(O)n(C)c(=O)n(C)c1=O	-21	nt	-3	-1	-2	-25	1	4
O=C(CCN1CCCCC1)Nc1ccc(Br)cc1C(=O)c1ccccc1	3	-1	5	-5	1	5	2	-7
O=C(CCC(=O)N1C[C@H]2C[C@@H](C1)c1cccc(=O)n1C2)NCc1cccc(C(F)(F)F)c1	-7	4	1	-1	5	nt	nt	4
CC(C)c1ccc(NC(=O)CSc2nnc(OC(=O)N(C)C)n2C2CC2)cc1	3	nt	-2	0	1	4	3	-1
O=c1[nH]c(=S)n(-c2ccc(Cl)cc2)c(O)c1/C=N/N1CCOCC1	8	3	nt	2	nt	12	6	-8
COc1cccc(C(=O)C2CCCN(Cc3cnn(C(C)C)c3)C2)c1 (stereo not given)	1	nt	4	nt	-3	-5	3	-2
Cc1ccccc1CS(=O)(=O)Cc1ccc(C(=O)N2CCC3(CC2)OCCO3)o1	-4	nt	-2	nt	2	35	-2	-3
COC(=O)[C@@H]1[C@@H](CO)[C@@H]2Cn3c(ccc(-c4ccccc4F)c3=O)[C@H]1N2C(=O)C1CCC1	2	nt	-2	-3	-9	nt	nt	13
COC(=O)C1=C(C)NC(C)=C(C(=O)OC)C1c1ccccc1[N+](=O)[O-]	8	39	3	5&-3	8	-22	1	-3&15
CC1(C)C2([N+](=O)[O-])CN3CN(C2)CC1([N+](=O)[O-])C3	3	10	-1	-5	16	7	9	2
COC(=O)C1=C(c2ccccc2OCc2ccccc2)C[C@@H]2CC[C@H]1N2C	8	-2	-2	-3	-7	4	-5	1
COc1ccc(NC(=O)c2cn(CCC#N)nc2-c2ccc([N+](=O)[O-])cc2)cc1	2	2	2	nt	-4	16	6	-27
CC(Cc1ccccc1)NC(=O)CCCCC(=O)NC(C)Cc1ccccc1 (stereo not given)	-7	12	0	-3	-19	-9	2	-2
